Bioassay records deposited in PubChem by National Center for Advancing Translational Sciences (NCATS).
Tb PGK inh – blocks T. brucei phosphoglycerate kinase; P07378; PGK/GAPDH coupled, Kinase-Glo luminescence, 60 min; Potency, µM (doses to about 57.5 µM), inactives show at the highest dose activity change, negative = inhibition, most hits filed as inhibitors; actives 0.043% (n = 380,000); AID 602233; also: potency is read from the fitted curve at half-maximal effect; % is scaled to controls: 0 for no effect and ±100 for the full control effect; nearly all actives have a fitted effect of over 60% in size
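Luminescent ATP detection (Kinase-Glo Plus) follows a 60-minute room-temperature incubation, with wells lacking PGK as controls. Buffer: 100 mM TEA (pH 7.6), 5 mM MgCl2, 0.01% Tween-20. Coupling enzyme GAPDH (100 nM final) supplies unstable 1,3-BPG in-well.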
HP1b chromo inh – HP1-beta chromodomain-methylated histone interaction inhibition | P83916 | AlphaScreen HP1-beta / biotin-H3K9me3 peptide binding | Potency, µM (highest dose often 114 µM), without a hit: at the top dose activity change, negative = inhibition, most hits filed as inhibitors | actives 0.56% (n = 390,000); also: potency is read from the fitted curve at half-maximal effect; nearly all actives have a fitted effect of over 70% in size; inactives centre near 23
Target sequence (P83916 whole entry, looked up): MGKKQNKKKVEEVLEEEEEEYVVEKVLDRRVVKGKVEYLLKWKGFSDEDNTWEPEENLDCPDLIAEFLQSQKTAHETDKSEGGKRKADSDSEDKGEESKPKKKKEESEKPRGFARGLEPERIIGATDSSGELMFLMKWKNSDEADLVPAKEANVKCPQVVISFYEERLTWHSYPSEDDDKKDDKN
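HP1-beta protein (50 nM final) preincubated 30 min at room temperature with biotinylated H3(1-18)K9me3 peptide (50 nM) in PBS pH 7.4, 0.01% Tween-20, then compound added for 30 min. AlphaScreen streptavidin donor/nickel chelate acceptor beads (10 ug/mL final), 30 min dark, luminescence read.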
GLS inhibitor – blocks human kidney-isoform glutaminase activity; GLS enzymatic activity, qHTS titration; O94925; AID 624170; actives 0.21% (n = 410,000); Potency, µM (series often up to 45.5 µM), inactives show top-dose activity change, negative = inhibition, usual class: inhibitors; also: potency is read from the fitted curve at half-maximal effect; % is scaled to controls: 0 for no effect and ±100 for the full control effect
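Glutamate formation by hKGA was monitored fluorometrically using coupled glutamate oxidase, HRP and Amplex Red. Substrate was added as 1 mM L-glutamine solution; incubation was 30 min at RT after an initial read.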
ERG Ets-DNA blk – blocks human ERG Ets domain binding to DNA; P11308; fluorescence polarization, His-ERG Ets domain / labelled DNA; Potency, µM (top dose mostly 76.9 µM), for the others: at the top dose FP activity, negative = inhibition, hits mostly inhibitors; actives 0.028% (n = 370,000); AID 624246; active = well fitted inhibition curve with a large enough effect in the polarisation, with a control signal flat; inconclusive = small, poorly fitted or top-dose-only effect, or effect the other way, or a change in a side signal; inactive = no such curve, though single readings can be large or run the other way; the % refers to the polarisation;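 also: polarization taken with two DNA probes labelled with fluorescein and Texas red; potency is read from the fitted curve at half-maximal effect; % of control where 0% means no effect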
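His-tagged ERG Ets domain (1 uM in the protein solution; 300mM KCl, 50mM Tris-HCl, 1mM EDTA, 1mM DTT, pH 7.5) received compound, then a probe mix of 5 nM fluorescein-DNA and 100nM Texas-615-DNA. Fluorescence polarization was read for both dyes.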
JMJD2A Tudor – blocks the human JMJD2A Tudor domain; O75164; AlphaScreen JMJD2A-Tudor / H3K4me3 peptide binding; Potency, µM (series often up to 114 µM), for inactives: at the highest dose activity change, negative = inhibition, usual class: inhibitors; actives 4.4% (n = 390,000); also: potency is read from the fitted curve at half-maximal effect; % is scaled to controls: 0 for no effect and ±100 for the full control effect; nearly all actives have a fitted effect of over 50% in size
PI4K2A inh – blocks human PI4K2A kinase activity | Q9BTU6 | purified PI4K2A, ADP-Glo luminescence, 1 h; hits give low values | activity change, negative = inhibition, % at 76.9 µM | actives 0.13% (n = 420,000); in the data active = activity change below about -50%; inconclusive = mostly about -30% to -49%;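 also: -100% = wells without enzyme as full effect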
Target sequence (Q9BTU6 whole entry, looked up): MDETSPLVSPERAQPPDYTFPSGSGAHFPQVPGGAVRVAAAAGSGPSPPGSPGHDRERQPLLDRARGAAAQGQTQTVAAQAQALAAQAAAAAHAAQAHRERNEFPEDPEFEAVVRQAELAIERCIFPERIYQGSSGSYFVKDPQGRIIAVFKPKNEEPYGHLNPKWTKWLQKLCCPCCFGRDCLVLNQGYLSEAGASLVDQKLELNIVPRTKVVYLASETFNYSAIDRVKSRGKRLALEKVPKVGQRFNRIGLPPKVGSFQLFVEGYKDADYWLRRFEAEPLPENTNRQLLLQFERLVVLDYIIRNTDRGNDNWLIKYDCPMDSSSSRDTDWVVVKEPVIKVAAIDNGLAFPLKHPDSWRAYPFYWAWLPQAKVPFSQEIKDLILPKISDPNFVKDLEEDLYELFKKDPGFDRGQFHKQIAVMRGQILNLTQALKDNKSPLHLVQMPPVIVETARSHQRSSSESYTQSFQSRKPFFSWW
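PI4K2A activity was measured by ADP-Glo luminescence: enzyme (4 ug/mL stock) and phosphatidylinositol (1.2 mM stock) in Tris pH 7.5/MgCl2/EGTA/Triton X-100 buffer were reacted with ATP (300 microM stock) for one hour at ambient temperature.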
BAZ2B inh – inhibitors of human BAZ2B bromodomain. AlphaScreen BAZ2B-H3K14Ac peptide displacement. Q9UIF8. actives 4.4% (n = 360,000). Potency, µM (doses to about 114 µM), for the others: top-dose activity change, negative = inhibition, hits mostly inhibitors; also: potency is read from the fitted curve at half-maximal effect; % is scaled to controls: 0 for no effect and ±100 for the full control effect; nearly all actives have a fitted effect of over 60% in size
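Complex of BAZ2B and biotin-H3K14Ac (50 nM apiece) forms over 30 min at RT, then faces library compounds up to 110 uM for another 30 min; AlphaScreen beads added, 20 min dark incubation, luminescence read.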
Pin1 inhibitor – inhibitors of human Pin1; actives 0.009% (n = 390,000); Q13526; AID 504891; Potency, µM (titrated, usually from 115 µM), for the others: at the highest dose activity, negative = inhibition, actives largely listed as inhibitors; Pin1 FP peptide displacement, HiFluor488, 10 min; active = well fitted inhibition curve with a large enough effect in the polarisation, with a control signal flat, not every such curve was filed as active; inconclusive = small, poorly fitted or top-dose-only effect, or effect the other way, or a change in a side signal; inactive = no such curve, though single readings can be large or run the other way; the % refers to the polarisation; also: potency is read from the fitted curve at half-maximal effect; % is scaled to controls: 0 for no effect and ±100 for the full control effect
Target sequence (Q13526 whole entry, looked up): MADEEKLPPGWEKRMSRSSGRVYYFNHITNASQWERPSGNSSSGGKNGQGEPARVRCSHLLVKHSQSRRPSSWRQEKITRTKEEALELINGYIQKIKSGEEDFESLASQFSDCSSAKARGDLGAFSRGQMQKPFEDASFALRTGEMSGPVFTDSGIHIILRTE
G9a block – inhibitors of human histone lysine methyltransferase G9a; Q96KQ7; G9a H3K9 monomethylation, AlphaScreen, 2 h; Potency, µM (highest dose often 102 µM), for inactives: at the top dose activity, negative = inhibition, actives largely listed as inhibitors; actives 8.8% (n = 350,000); AID 504332; also: potency is read from the fitted curve at half-maximal effect; % is scaled to controls: 0 for no effect and ±100 for the full control effect; nearly all actives have a fitted effect of over 75% in size
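G9a (20 nM) was preincubated 15 min with compound, then reacted 2 h at room temperature with 500 nM biotin-H3K9 peptide and 20 µM SAM. Monomethyl-H3K9 detected by AlphaScreen using anti-H3K9me1 antibody.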
* hit, by the source's call; i = inactive; ? = inconclusive; · = not tested or not shown; [ ] = remark or other dose. Unless noted, calls follow the shape of the dose curve; as a rule, active = well fitted curve in the direction sought with a large enough effect; inconclusive = small, poorly fitted or top-dose-only effect, or another doubt; inactive = no such curve, though single readings can be large; an effect the other way counts as inactive or inconclusive.

Tb PGK inh	HP1b chromo inh	GLS inhibitor	ERG Ets-DNA blk	JMJD2A Tudor	PI4K2A inh	BAZ2B inh	Pin1 inhibitor	G9a block	SMILES
1%	27%	-11%	-10%	-14%	1	-2%	0%	22%	O=C(NCCCc1ccncc1)C1CCC(=O)N(CCc2cccc(F)c2)C1 (stereo unspecified)
0%	23%	9%	4%	-5%	1	5%	-1%	7%	CC(CNC(=O)c1cccs1)c1ccc([N+](=O)[O-])cc1 (stereo unspecified)
-25%	39%	6%	6%	-11%	?	·	-5%	·	O=C(Nc1ccc(C(=O)N2CCCCC2)cc1)c1ccccc1
-14%	21%	-20%	1%	0%	5	-29%	-2%	10%	COc1cc2c(C)nc3c(c(C)nn3-c3ccccc3)c2cc1OC
-9%	49%[activator]	-12%	-1%	-18%	2	-6%	-3%	-24%[12.7 µM]	CCCC(=O)Nc1ccc(NC(=O)c2ccccc2Cl)nc1
i	25%	8%	9%	-18%	2	0%	0%	1%[59 µM]	Cc1cc(C)nc(Sc2nc(C)nc3c2oc2ccccc23)n1
?	1%	13%	1%	-12%	?	-29%	7%	25%[59 µM]	Cc1ccsc1C(=O)Nc1ccc2c(c1)OCCO2
2%	34%	13%	1%	-13%	-2	5%	-11%	20%	CCOc1ccc2[nH]c3nc(SCC(=O)OC(C)C)nnc3c2c1
-9%	30%	1%	2%	-7%	-3	-3%	4%	?	COc1ccc(Cl)cc1-c1nc(SCC(=O)NC2CCS(=O)(=O)C2)n[nH]1 (stereo unspecified)
i	5%	2%	-5%	-10%	3	4%	-4%	9%	CSc1nnc(CNS(=O)(=O)c2ccc(F)cc2)n1C
3%	25%	18%	-8%	-1%	5	-6%	6%	14%[59 µM]	O=C(Cn1nnc(-c2ccccc2)n1)OC1CCOC1=O (stereo unspecified)
-3%	2%	-3%	-6%	50µM*	-6	-2%	?	-9%[0.0925 µM]	CC(C)n1c(=O)c2c(O)cc(=O)oc2c2ccccc21
-8%	42%[activator]	-11%	-1%	9%	4	2%	-5%	·	O=C(OCc1nnc(-c2ccc(Br)cc2)o1)c1ccco1
-2%	44%	-1%	-9%	-1%	-9	11%	7%	11%[59 µM]	CCOC(=O)C1(S(=O)(=O)c2ccc(Cl)cc2)CCN(Cc2ccccc2)CC1
i	25%	-9%	·	3%	1	?	9%	19%	COCCNC(=O)Nc1ccc2c(c1)N(C)C(=O)CS2
5%	33%	-14%	3%	-2%	-4	4%	25%	-37%[59 µM]	Cc1ccc2nc(-c3ccc(NC(=O)C(F)(F)F)cc3)sc2c1
-5%	11%	8%	1%	-13%	-2	-5%	1%	8%[59 µM]	CCCCNC(=S)Nc1cc([N+](=O)[O-])ccc1C
-8%	?	?	4%	-24%[11.4 µM]	4	-6%	1%	?	CCCc1ccc(-c2c(C)sc(NC(=O)c3ccnn3C)c2C#N)cc1
1%	26%	3%	-10%	-5%	1	0%	-2%	-38%[59 µM]	CCN1CCN(C(=O)Nc2cccc(C(F)(F)F)c2)CC1
4%	-23%	10%	-3%	?	12	?	6%	-50%[59 µM]	COC(=O)c1ccc(Sc2nnnn2-c2ccccc2)c([N+](=O)[O-])c1
2%	78%[activator]	-4%	3%	-1%	2	3%	-4%	-5%[59 µM]	COc1ccc(CCNS(=O)(=O)c2cccs2)cc1
-6%	24%	-4%	-7%	-4%	-5	9%	-6%	14%[12.7 µM]	COc1cc(NC(=O)CSc2nnc3ccccn23)cc(OC)c1
i	?	13%	-3%	50µM*	-10	35µM*	?	·	O=C1S/C(=C\c2ccc(O)c([N+](=O)[O-])c2)C(=O)N1c1ccccc1Cl
-6%	34%[activator]	-3%	1%	-17%	0	-9%	11%	7.9µM*	CCOc1ccccc1Nc1nc(-c2ccc(C)cc2)c(CC(=O)O)s1
-8%	7%	-13%	-5%	-15%	3	·	-3%	·	COc1ccccc1/C=C/C(=O)OCC(=O)NC(=O)NC1CCCC1
4%	13%	7%	9%	-34%	2	?	55%[activator]	50µM*	NC(=O)c1ccsc1NC(=O)c1ccc(S(=O)(=O)N2CCCc3ccccc32)cc1
7%	16%	-2%	-11%	1%	-4	4%	-7%	·	CC1C(=O)NC(=O)C1c1ccccc1 (stereo unspecified)
-11%	-7%	12%	5%	?	0	-30%	3%	24%[59 µM]	Cc1cc(C)c(NC(=S)NC(=O)c2c(Cl)c(C)nn2C)c([N+](=O)[O-])c1
3%	24%	-3%	-1%	-4%	-1	3%	-1%	-2%	CC1CC(C)CN(S(=O)(=O)c2ccc3oc(=O)ccc3c2)C1 (stereo unspecified)
-1%	29%	-1%	-1%	2%	-1	-3%	1%	-2%	Cn1cnnc1SCC(=O)NC1CCCc2ccccc21 (stereo unspecified)
-8%	-6%	10%	-8%	-31%	5	-4%	-18%	?	COc1ccc(OC)c(C2C(C(=O)c3cc4ccccc4o3)=C(O)C(=O)N2c2cc(C)on2)c1 (stereo unspecified)
-6%	19%	-1%	-5%	-7%	-6	25%	2%	15%[59 µM]	CCn1c(CCNC(=O)c2ccc(F)cc2)nc2ccccc21
-2%	45%[activator]	0%	8%	-1%	3	-7%	-8%	?	O=C(OCn1cncn1)c1ccc(Cl)cc1Cl
-3%	23%	1%	-1%	-21%	0	11%	-4%	6%[59 µM]	CCN(CC(=O)Nc1ccc2c(c1)OCCO2)C(=O)CSCC(=O)Nc1ccc(C)cc1
-9%	6%[57 µM]	-14%	-4%	-14%	-2	·	-4%	·	CSc1ncccc1C(=O)OCC(=O)c1ccc(C)s1
i	73%[activator]	-8%	3%	8%	-2	4%	?	75%[activator][59 µM]	CC1=CC(=C(C#N)c2nc3ccccc3s2)C=C(C)N1c1ccc(F)cc1
6%	24%	0%	-1%	-16%	0	7%[57.1 µM]	3%	·	CSCC[C@H](NS(=O)(=O)c1ccc(C)cc1)C(=O)N1CCC(C(=O)N[C@H](C(=O)O)c2ccccc2)CC1
-8%	131%[activator]	-6%	-5%	86%[activator]	2	54%[activator]	27%	40%[59 µM]	CCNc1nc(Oc2ccc(OC)cc2)cc(C(F)(F)F)n1
-3%	-2%	-13%	0%	?	-6	?	4%	·	O=C(NCCCCc1ccccc1)c1cc([N+](=O)[O-])cc([N+](=O)[O-])c1
-11%	25%	-3%	-1%	-19%	5	-6%[57.1 µM]	6%	14%	Cc1cc(-c2ccc(C)c(S(=O)(=O)N3CC(=O)Nc4ccccc43)c2)on1
-10%	36%	-10%	-13%	-11%	2	?	-1%	?	O=C(Nc1ccc2ccccc2c1)c1ccc(Br)o1
3%	22%	11%	-6%	-6%	-7	0%	-13%	-4%[0.501 µM]	COCCC(=O)Nc1c(-c2ccccc2)c2cc(Br)ccc2[nH]c1=O
-5%	37%	1%	15%	8%	4	0%	1%	·	COC(=O)c1ccc(CN2CCCCC2)cc1
-5%	8%	-14%	-12%	?	0	-9%	9%	?	CCOC(=O)N1CCN(C(=O)CSCC(=O)Nc2nc(-c3ccc4c(c3)OCO4)cs2)CC1
-9%	8.9µM*	27%	-4%	7.9µM*	0	·	-2%	·	Oc1c(CN2CCOCC2)cc(CN2CCOCC2)c(O)c1CN1CCOCC1
-1%	27%	6%	1%	-5%	-4	-4%	?	7%[59 µM]	O=C(COc1ncnc2sccc12)Nc1ccc2c(c1)OCCO2
-3%	30%	-6%	3%	-1%	4	-7%	-1%	0%[12.7 µM]	NC1=NC(=Nc2cccc(S(=O)(=O)N3CCOCC3)c2)c2ccccc21
-3%	-3%	2%	1%	?	1	?	49%[activator]	9%[59 µM]	CCOC(=O)c1c(-c2ccccc2Cl)csc1NC(=O)CSc1nc(C)cc(=O)[nH]1
6%	23%	2%	-4%	1%	-4	·	2%	·	Cc1cc(C)cc(-n2ncc3c2CCCC3NC(=O)CCCn2cncn2)c1 (stereo unspecified)
-5%	38%	-11%	-10%	-16%	7	·	21%	·	COc1cc(-c2ccc3oc(-c4ccsc4)cc(=O)c3c2)cc(OC)c1OC
-6%	28%	0%	17%	-35%	6	3%	-1%	13%[2.33 µM]	Cc1cc(C(=O)Nc2cccc(S(=O)(=O)N3CCCC3)c2)c2ccccc2n1
-9%	11%	14%	2%	-19%	5	·	-7%	8%	COc1cc(C2CC(=O)Oc3cc(O)ccc32)cc(OC)c1OC (stereo unspecified)
-1%	?	9%	-9%	0.89µM*	14	?	-3%	10µM*	COc1ccc(CN2CCCC(C(=O)N(C)Cc3ccccc3)C2)cc1OC (stereo unspecified)
-8%	27%	-1%	-4%	-11%	-4	2%	0%	2%[59 µM]	Cc1nnc(SCC(N)=O)n1CCc1ccccc1
0%	32%	6%	-3%	-2%	-1	-11%	1%	·	CC(=O)Nc1ccc(N/C=C2/CCCC2=O)cc1
2%	30%	19%	19%	3%	0	11%	-2%	?	COC(=O)c1c(NC(=O)C2C3CCC(O3)C2C(=O)O)sc2c1CCCCCC2 (stereo unspecified)
-3%	-13%	-1%	0%	-27%	8	-12%	-5%	-29%[59 µM]	COc1ccc(C)cc1NC(=O)CN1C(=O)COc2ccc(S(=O)(=O)NC3CCCC3)cc21
